HTRA1 inh: HTRA1 (human) protease inhibition; recombinant HTRA1, FP-rhodamine activity-based probe, fluorescence polarization; inhibition, % at 5.96 µM; 340,000 compounds, 0.5% hits; AID 504803; in the data active = inhibition above about 36%;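 note: 0% = enzyme with DMSO and 100% = wells lacking enzyme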
Rev-erbA mod: Rev-erb alpha (human) modulation | P20393 | activity, % at 10 µM | 370,000 compounds, 0.79% hits | Rev-erbα–FITC-DNA binding, fluorescence polarization, 90 min;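 active = activity above about 14%, limit read from the data; passing the limit was not always enough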;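 note: 0% = DMSO wells with 35 nM protein and 100% = DMSO wells with 750 nM protein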
UHRF1 MBD2 ctr: human UHRF1 methylated DNA binding inhibitors | Q96T88 | UHRF1 binding to methylated oligo, TR-FRET | inhibition, % at 4.4 µM | 370,000 compounds, 0.75% hits; in the data active = inhibition above about 21%;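 note: UHRF1 SRA domain binding a hemimethylated CpG hairpin DNA probe; 0% = median of test compound wells and 100% = reference inhibitor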
Target sequence (Q96T88 whole entry, looked up, the tested form may be a part): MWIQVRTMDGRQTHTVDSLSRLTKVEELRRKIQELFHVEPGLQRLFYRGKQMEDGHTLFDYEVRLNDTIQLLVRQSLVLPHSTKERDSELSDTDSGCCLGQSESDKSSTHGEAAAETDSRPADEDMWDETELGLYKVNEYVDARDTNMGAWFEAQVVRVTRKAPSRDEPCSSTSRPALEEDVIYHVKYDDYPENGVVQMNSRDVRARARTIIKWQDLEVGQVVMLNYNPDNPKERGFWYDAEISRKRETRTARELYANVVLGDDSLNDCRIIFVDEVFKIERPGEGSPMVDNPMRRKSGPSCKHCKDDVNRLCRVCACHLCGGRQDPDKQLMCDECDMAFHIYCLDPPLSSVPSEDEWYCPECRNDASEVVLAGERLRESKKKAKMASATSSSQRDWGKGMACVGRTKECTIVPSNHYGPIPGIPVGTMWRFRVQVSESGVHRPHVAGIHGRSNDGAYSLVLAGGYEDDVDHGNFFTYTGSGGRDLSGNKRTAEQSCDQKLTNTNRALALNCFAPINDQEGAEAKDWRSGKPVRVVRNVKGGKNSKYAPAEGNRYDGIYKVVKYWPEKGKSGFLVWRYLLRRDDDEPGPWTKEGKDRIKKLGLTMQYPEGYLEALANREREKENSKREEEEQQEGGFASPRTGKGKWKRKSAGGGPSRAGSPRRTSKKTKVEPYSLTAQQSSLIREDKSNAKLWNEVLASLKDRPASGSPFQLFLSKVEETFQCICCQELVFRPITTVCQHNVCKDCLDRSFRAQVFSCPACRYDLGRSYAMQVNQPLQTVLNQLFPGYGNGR
PRMT1 FP inh: inhibitors of human PRMT1; Q99873; 370,000 compounds, 1.3% hits; recombinant PRMT1, activity-based probe fluorescence polarization; inhibition, % at 2.79 µM;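 active = inhibition above about 21% made by adding two undisclosed values, limit read from the data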
MBD2 inh: inhibitors of human MBD2 binding to methylated oligonucleotide; TR-FRET; 370,000 compounds, 0.31% hits; Q9UBB5; inhibition, % at 4.4 µM; in the data active = inhibition above about 13%
PG9 Ab binder: PG9 antibody binding by small molecule | AID 624416 | 360,000 compounds, 0.43% hits | inhibition, % at 6.7 µM | TR-FRET gp120-PG9 antibody binding; in the data active = inhibition above about 8.5%
TCR CD3 inh: inhibitors of human TCR-CD3 interaction; 360,000 compounds, 0.37% hits; TAMRA-labeled TCR probe fluorescence, biochemical; inhibition, % at 9.4 µM; AID 651800; in the data active = inhibition above about 19%;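 note: recombinant mutant TCR 2C K166C tagged with TAMRA read by polarization; 0% = receptor in buffer alone and 100% = receptor with positive control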
ABHD4 inh: inhibits mouse alpha/beta hydrolase domain 4; Q8VD66; purified mABHD4, FP-Rh probe fluorescence polarization; inhibition, % at 8.92 µM; 370,000 compounds, 0.54% hits; AID 720543;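 active = inhibition exceeding the mean over every tested compound plus 3 SD, cut at about 30% in these data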;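 note: 0% = plate median of compound wells and 100% = S159A mutant with DMSO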
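Test system: mouse ABHD4 enzyme, wild type. Reagent: FP-Rh fluorescent activity-based probe, added after compound pre-incubation. Timing: pre-incubation 45 min, probe exposure 60 min, at 25 °C. Technique: FP readout, ex 525 nm / em 598 nm. Benchmarks: high control S159A mutant with DMSO, low control median of compound wells.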
rCAG RNA binder: molecules binding r(CAG) RNA repeats. 370,000 compounds, 1.3% hits. AID 651821. inhibition, % at 3 µM. r(CAG) RNA repeat, TO-PRO-1 dye displacement fluorescence;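 active = inhibition above the plate cutoff, the mean of all test compounds on that plate plus 3 SD, cut at about 35% in these data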;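 note: 0% = DMSO alone and 100% = 100 µM mitoxantrone as full dye displacement; higher means more dye released from RNA so lower well fluorescence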
LEDGF integ inh: blocks HIV-1 LEDGF/p75-dependent DNA integration; TR-FRET IN-LEDGF/p75 DNA integration, Eu/Cy5; inhibition, % at 3.7 µM; 370,000 compounds, 0.64% hits; AID 743269;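 active = inhibition above the screen-wide mean plus 3 SD, cut at about 13% in these data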;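 note: signal is the Cy5 over europium emission ratio at 671 and 618 nm; 0% = plate median of compound wells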
Numbers without * were called inactive; · = not tested or not shown; & = joins results of further samples. These rows are one share of the data; rates above refer to the full screens.

SMILES	HTRA1 inh	Rev-erbA mod	UHRF1 MBD2 ctr	PRMT1 FP inh	MBD2 inh	PG9 Ab binder	TCR CD3 inh	ABHD4 inh	rCAG RNA binder	LEDGF integ inh
CCC(C)N=Cc1c(Nc2ccccc2)nc2c(C)cccn2c1=O (stereo unspecified)	2.0	8.6	0.0	0.4	-5.1	0.1	7.6	-0.6	1.4	0.7
COc1ccc(NC(=O)CSc2nc3ccccc3c(=O)n2CCCN2CCCCC2)c(OC)c1	-0.5	3.9	-1.7	-0.9	-2.0	0.2	0.5	-0.6	-7.2	0.5
Cc1cc(-c2n[nH]c(=S)n2/N=C/c2ccc(Cl)c([N+](=O)[O-])c2)n[nH]1	-8.6	2.8	-0.9	5.1	2.8	2.1	-3.2	0.4	3.3	-0.5
Cc1ccc2nc(-c3ccc(NC(=O)COC(=O)c4ccc(Br)o4)cc3)sc2c1	-1.6	3.2	0.8	2.8	8.0	0.3	-6.7	-3.4	0.7	0.3
Cc1ccc(/C=C/C(=O)NC(=S)Nc2ccc(S(=O)(=O)Nc3cc(C)on3)cc2)cc1	-31.5	10.7	0.6	-4.9	-0.7	-11.4	1.9	-12.3	79.5*	-1.4
O=C(NC1=NCCS1)[C@H](Cc1ccccc1)N1C(=O)c2ccccc2C1=O	-8.8	14.6	-1.9	-0.6	-5.9	-0.1	7.0	10.7	2.5	-0.7
CC1=CC(C)(C)NC(=S)N1NC(=O)c1ccccc1Cl	6.2	1.1	3.1	6.7	1.6	0.1	-4.8	-10.7	-1.2	-1.8
CN(CC(=O)Nc1ccccc1Cl)C(=O)COC(=O)c1ccc([N+](=O)[O-])s1	36.0	3.4	-2.1	-0.2	-1.7	-3.3	-5.6	-4.6	3.9	10.0
O=C(O)Cc1c(-c2ccccc2)c2cc(Br)ccc2[nH]c1=O	-1.5	4.0	-3.4	-9.2	1.3	-0.8	6.9	0.4	0.8	2.3
COc1cc2c(cc1OC)C(NC(=O)C(F)(F)F)CNC2=O (stereo unspecified)	6.0	-4.7	0.2	-1.3	-5.1	0.8	-4.5	6.3	0.8	5.0
CCOC(=O)C1CCN(CC(O)COc2ccc(C(C)(C)C)cc2)CC1 (stereo unspecified)	-2.2	-3.9	-3.3	-1.8	-2.7	1.0	-1.1	-2.6	-0.9	0.8
CC1CCCCN1C(=O)CSc1nnc2c(n1)[nH]c1ccccc12 (stereo unspecified)	4.7	1.3	0.7	-2.4	3.1	-1.6	-1.8	-5.7	-0.6	-1.5
Cc1cccc(C(=O)OCC(=O)NN2C(=O)NC3(CCCCC3)C2=O)c1	8.0	12.7	4.6	-4.9	-4.0	-2.0	-13.9	-7.8	0.4	8.3
O=c1cc(-c2ccc(Cl)cc2)oc(=O)[nH]1	11.7	1.4	-1.5	0.6	1.0	-2.4	5.9	-4.9	1.8	8.2
CC(C)Cc1nnc(NC(=O)CCc2ccccc2)s1	-3.6	-6.6	-1.1	3.8	0.3	-0.9	1.1	-0.4	-8.0	-3.4
COc1ccc(C(=O)NCc2ccco2)cc1S(=O)(=O)NC1CC1	3.4	-5.2	9.6	-1.1	-1.6	0.2	3.4	0.2	2.8	-2.9
S=C1NCN(C2CCCCC2)CN1CCc1ccccc1	·	-2.3	0.7	3.0	-1.6	-0.7	-1.4	-1.4	-6.8	1.5
O=C(NCC(=O)N1CCN(Cc2ccc3c(c2)OCO3)CC1)c1ccccc1F	-0.5	-2.1	-0.9	-4.8	-1.3	-1.8	0.7	-0.8	0.1	2.4
CC(OC(=O)CC1CC2CCC1C2)C(=O)Nc1cccc(S(=O)(=O)N2CCOCC2)c1 (stereo unspecified)	-13.6	2.3	-1.3	-2.8	0.8	-0.3	-0.2	-4.7	-0.1	-0.9
Cc1ccc(C(=O)NC2c3ccccc3-c3ccccc32)cc1	6.0	-3.2	6.6	2.0	1.8	2.0	-4.5	8.8	-1.1	-5.6
CCOC(=O)c1c(NC(=O)C2=C(C)NC(=S)NC2c2ccc(F)cc2F)sc(C)c1C (stereo unspecified)	-61.5	-4.3	-7.3	4.0	-6.7	-0.8	3.7	-15.0	19.4	1.3
Cc1c(NC(=O)CSc2nnnn2C)c(=O)n(-c2ccccc2)n1C	-2.2	-1.1	5.6	2.0	-1.7	0.8	-6.9	-10.2	1.8	2.7
O=C(CCN1C(=O)c2ccccc2C1=O)NC1=NCCS1	4.8	3.1	0.5	1.1	-1.5	-0.7	3.2	-3.1	-1.5	-2.1
CCc1nnc(NC(=O)CCC(=O)Nc2ccccc2)s1	-3.2	-3.5	-2.2	0.1	-4.6	1.9	1.2	2.0	-1.6	-2.4
Clc1ccc(-c2cc(C3CCNCC3)[nH]n2)c(Cl)c1	·	4.0	-4.4	-0.9	-3.7	-1.2	0.8	-2.4	-1.7	-3.8
Cc1cc(NC(=O)c2ccc3c(c2)C(=O)N(Cc2cccnc2)C3=O)no1	0.6	9.0	-1.3	-0.2	-4.9	0.4	-1.4	-1.6	-2.3	-3.3
CC1CCCCC1NCC(=O)Nc1ccccc1-c1ccccc1 (stereo unspecified)	-12.4	-3.3	2.8	-0.7	2.0	-0.3	-4.8	16.7	-7.7	2.7
COc1ccc(-c2cc(C(=O)N3CCN(c4ncccn4)CC3)c3ccccc3n2)c(OC)c1	-16.8	0.4	4.0	0.1	4.5	-0.2	2.8	-3.9	3.9	-0.1
CCc1ccc(OCC(=O)Nc2ccc(S(=O)(=O)Nc3cc(C)on3)cc2)c(Br)c1	-27.4	1.3	0.8	12.6	5.8	1.3	-0.9	-30.6	78.4*	-1.0
Cc1cc(C)cc(C(O)c2ncc(-c3ccc(C(F)(F)F)cc3)[nH]2)c1 (stereo unspecified)	·	3.6	1.4	2.7	4.8	3.6	6.1	-11.6	-0.1	6.7

Entries of single compounds, quoted from the list:
O=C(CCN1C(=O)c2ccccc2C1=O)NC1=NCCS1 in the list: HTRA1 inh = 4.8; Rev-erbA mod = 3.1; UHRF1 MBD2 ctr = 0.5; PRMT1 FP inh = 1.1; MBD2 inh = -1.5; PG9 Ab binder = -0.7; TCR CD3 inh = 3.2; ABHD4 inh = -3.1; rCAG RNA binder = -1.5; LEDGF integ inh = -2.1
Cc1cc(NC(=O)c2ccc3c(c2)C(=O)N(Cc2cccnc2)C3=O)no1 in the list: HTRA1 inh = 0.6; Rev-erbA mod = 9.0; UHRF1 MBD2 ctr = -1.3; PRMT1 FP inh = -0.2; MBD2 inh = -4.9; PG9 Ab binder = 0.4; TCR CD3 inh = -1.4; ABHD4 inh = -1.6; rCAG RNA binder = -2.3; LEDGF integ inh = -3.3
Cc1c(NC(=O)CSc2nnnn2C)c(=O)n(-c2ccccc2)n1C in the list: HTRA1 inh = -2.2; Rev-erbA mod = -1.1; UHRF1 MBD2 ctr = 5.6; PRMT1 FP inh = 2.0; MBD2 inh = -1.7; PG9 Ab binder = 0.8; TCR CD3 inh = -6.9; ABHD4 inh = -10.2; rCAG RNA binder = 1.8; LEDGF integ inh = 2.7

(listing goes on)
SMILES	HTRA1 inh	Rev-erbA mod	UHRF1 MBD2 ctr	PRMT1 FP inh	MBD2 inh	PG9 Ab binder	TCR CD3 inh	ABHD4 inh	rCAG RNA binder	LEDGF integ inh
CCOC(=O)c1c(NC(=O)CCN2C(=O)c3ccccc3C2=O)sc(C(=O)OC(C)C)c1C	-4.2	7.1	-3.8	-1.6	-1.3	-0.9	6.5	-1.0	4.0	3.3
CC(C)N1C(=O)CCN(C=O)c2ccccc21	-12.5	-0.2	2.8	-5.2	4.3	-2.5	2.7	2.4	-0.3	-0.7
CCOC(=O)C1(CCc2ccccc2)CCN(Cc2ccc(C(=O)OC)cc2)CC1	-8.2	-1.4	1.5	-2.2	-1.5	-3.6	-0.1	9.5	-2.8	-0.2
Cc1nc(Cl)c(C(=O)NCc2ccccc2)c(C)c1[N+](=O)[O-]	1.0	-4.5	-1.0	1.0	0.5	-2.1	2.0	0.5	2.0	20.4*
CCCNC(=O)Cn1c(=O)oc2cc(S(=O)(=O)N3CC(C)CC(C)C3)ccc21 (stereo unspecified)	-3.4	-1.1	4.4	-3.5	3.8	-0.6	-10.1	-9.6	2.5	0.4
CCC(CC)NC(=O)Nc1ccc(F)cc1F	5.4	6.8	-0.9	-2.8	-2.6	0.2	1.5	-1.5	0.7	3.0
CCCNC(=O)c1cn(CC)c2cc(N3CCN(C(=O)c4ccco4)CC3)c(F)cc2c1=O	-13.8	-5.2	0.5	2.8	1.7	0.3	-0.9	5.0	-5.0	3.1
CCN(C)c1cc2c(c3c1ccn3C)C1CCC2C1 (stereo unspecified)	·	8.2	-2.6	5.1	-5.0	-6.9	-12.5	-1.8	0.7	0.9
CNCCc1ccccn1	1.2	0.6&1.2	1.4	-0.1	-1.1	0.6	-0.7	-14.8	3.5	2.2
CC(C)(C)C(c1nc2ccccc2[nH]1)n1c(-c2cc(Cl)cc(Cl)c2)nc2ccccc21 (stereo unspecified)	·	2.8	-2.2	-7.7	-3.7	0.5	3.9	-89.7	3.7	4.4

Overlap with the part before: 2 compounds; new compounds follow.
SMILES	HTRA1 inh	Rev-erbA mod	UHRF1 MBD2 ctr	PRMT1 FP inh	MBD2 inh	PG9 Ab binder	TCR CD3 inh	ABHD4 inh	rCAG RNA binder	LEDGF integ inh
CNCCc1ccccn1	1.2	0.6&1.2	1.4	-0.1	-1.1	0.6	-0.7	-14.8	3.5	2.2
CC(C)(C)C(c1nc2ccccc2[nH]1)n1c(-c2cc(Cl)cc(Cl)c2)nc2ccccc21 (stereo unspecified)	·	2.8	-2.2	-7.7	-3.7	0.5	3.9	-89.7	3.7	4.4
Cc1ccsc1/C=N/NC(=O)c1ccc(-n2cccc2)cc1	-3.9	4.9	-3.9	2.7	4.5	-0.1	-8.3	-5.1	16.3	2.8
COc1ccc(CN=C2NC(=O)CC(C(=O)Nc3cc(C)cc(C)c3)S2)cc1 (stereo unspecified)	2.6	-2.7	3.1	-2.9	-1.0	-0.3	-4.0	-15.2	4.3	0.8
O=C(CNC(=O)c1ccc(Br)cc1)NC1CC1	7.2	0.4	0.6	0.9	1.2	-1.4	10.2	-4.3	-0.8	0.4
O=C(Nc1ccc(NS(=O)(=O)c2ccccc2)cc1)c1cccnc1	5.3	-1.1	-1.7	-1.5	-3.1	-2.0	4.9	-3.5	-2.4	1.4
COc1ccccc1C(=O)CSc1nccn1C	-1.7	-2.2	1.6	0.2	0.8	-3.5	0.3	9.1	2.0	0.0
O=C(Nc1cc(S(=O)(=O)N2CCCCC2)ccc1N1CCOCC1)c1ccc(C(F)(F)F)cc1	-13.3	3.9	-1.4	0.0	0.5	-1.7	-9.4	-5.0	3.7	-0.8
C/C(=N\Nc1nccnc1Cl)c1ccc(F)cc1	3.8	-1.5	-1.1	-3.3	2.1	-0.2	6.8	3.8	-1.6	-1.2
CC1(C)CNC(=S)N1Cc1ccccc1	2.5	5.3	2.8	3.0	2.4	-2.2	-2.4	1.5	-0.1	-4.9

High-throughput results: PubChem, several laboratories
